# Assay outcomes: PubChem, several laboratories
# GLD-1 TGE inh: GLD-1/TGE RNA complex disruptors, primary screen, biochemical, fluorescence polarization. Female germline-specific tumor suppressor gld-1 (Caenorhabditis elegans), Q17339. purified GLD-1 + fluorescein TGE RNA. inhibition, % at 5.96 µM. 320,000 compounds, 0.44% hits. AID 2280, 2010;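 active = percent inhibition above a per-plate cutoff, the plate mean of test compounds plus 3 SD, cut at about 30% in these data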;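 also: 0% = DMSO wells with GLD-1 and probe and 100% = wells lacking GLD-1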
# MEX-5 binding: MEX-5 zinc finger RNA-binding disruptors – biochemical, C. elegans, fluorescence polarization, MLPCN library, primary screen | Zinc finger protein mex-5 (Caenorhabditis elegans), Q9XUB2 | MEX-5/FITC-TCR2 RNA binding; active compounds read low | activity score (negative = inhibition of binding), % at 10 µM | 300,000 compounds, 0.38% hits;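 active = inhibition past about -25% in most replicates, and total fluorescence under double the plate's negative control median, limit read from the data; inconclusive = replicates evenly split on the limit, or fluorescence at least double controls; inactive = too little inhibition in most replicates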;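 also: 0% = DMSO and -100% = 5 µM competing unlabeled TCR2 RNA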
# Yeast superoxide: reduction of superoxide in aged yeast, primary screen, HTS | 330,000 compounds, 0.18% hits | S. cerevisiae aged cells, superoxide DHE fluorescence; active compounds read low | superoxide response (% of plate mean), % at 10 µM | AID 2690, 2010;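 active = superoxide response under a set limit, about three screen SD below normal, cut at about 65% in these data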;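 also: yeast aged for seven days with compound at 30 °C before DHE staining; 100% = average MFI of all compound-treated wells on the plate with controls excluded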
# Fam108B counter: mouse Fam108B serine hydrolase inhibitors, primary screen, counter-screen for RBBP9 inhibitor project, biochemical, fluorescence polarization. AID 1947, 2009. 300,000 compounds, 0.33% hits. recombinant Fam108B, FP-Rh probe fluorescence polarization. inhibition, % at 9.51 µM;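 active = inhibition above the screen mean inhibition plus 3 SD, computed separately per campaign, cut at about 18% in these data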;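 also: inhibitors lower polarization as less probe binds the enzyme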
# EBNA-1 inh: EBNA-1 DNA-binding inhibitors, primary screen, biochemical, fluorescence polarization. 300,000 compounds, 0.34% hits. AID 1950, 2009. inhibition, % at 14.8 µM; in the data active = inhibition above about 28%
# Bcl-xL primary: inhibitors of human Bcl-xL, primary screen, biochemical, fluorescence polarization, HTS | 320,000 compounds, 0.7% hits | AID 2129, 2009 | inhibition, % at 10.9 µM | GST-Bcl-xL / FITC-Bim BH3 peptide fluorescence polarization;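 active = inhibition above the mean of all tested compounds plus 3 SD, cutoff set per campaign, cut at about 30% in these data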;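 also: 0% = DMSO wells and 100% = unlabeled Bim-BH3 peptide competitor; inhibitors lower millipolarization by displacing the labeled peptide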
# Target sequence (Q07817 whole entry, looked up): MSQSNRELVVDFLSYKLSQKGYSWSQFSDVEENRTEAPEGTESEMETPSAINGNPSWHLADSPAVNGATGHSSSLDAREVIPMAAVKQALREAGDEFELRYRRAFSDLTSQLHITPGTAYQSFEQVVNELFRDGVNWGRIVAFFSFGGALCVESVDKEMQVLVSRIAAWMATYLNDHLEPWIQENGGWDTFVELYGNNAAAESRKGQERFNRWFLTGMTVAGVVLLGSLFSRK
# MCL1-BIM inh: inhibitors of MCL1 binding to BIM-BH3, primary screen, biochemical, fluorescence polarization. Induced myeloid leukemia cell differentiation protein Mcl-1 (Homo sapiens), Q07820. GST-MCL1 / FITC-Bim-BH3 fluorescence polarization. inhibition, % at 10.9 µM. AID 2057, 2009. 320,000 compounds, 0.68% hits;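 active = inhibition above the mean inhibition of all tested compounds plus 3 SD, set per campaign, cut at about 40% in these data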;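 also: 0% = DMSO wells and 100% = unlabeled Bim-BH3 peptide control; higher means more loss of mP so more displacement of Bim peptide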
# Target sequence (Q07820 whole entry, looked up): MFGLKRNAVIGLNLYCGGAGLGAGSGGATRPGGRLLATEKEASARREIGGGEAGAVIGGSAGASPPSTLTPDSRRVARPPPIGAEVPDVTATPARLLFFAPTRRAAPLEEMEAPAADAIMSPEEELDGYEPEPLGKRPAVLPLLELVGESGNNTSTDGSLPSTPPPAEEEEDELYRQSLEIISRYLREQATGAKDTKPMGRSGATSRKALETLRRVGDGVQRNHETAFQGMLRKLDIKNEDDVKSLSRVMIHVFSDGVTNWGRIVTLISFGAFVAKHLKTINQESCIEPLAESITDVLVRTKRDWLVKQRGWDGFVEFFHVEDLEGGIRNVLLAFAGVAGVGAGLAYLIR
# Efflux pump inh: inhibitors of Candida efflux pumps in yeast, primary screen, S. cerevisiae, Nile Red, multiplex; 330,000 compounds, 0.44% hits; S. cerevisiae Candida pump triplex; inhibition, % at 10 µM; AID 485275, 2010;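 active = plate passing quality check with inhibition over a set limit, or well fluorescence over plate mean plus 4 SD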;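 also: Nile Red retained in pooled yeast measured as flow cytometry median fluorescence; 0% = buffer negative control and 100% = Enniatin B positive control; higher means more Nile Red kept so more efflux inhibition; some compounds called inactive have numbers as strong as hits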
# ZTA counter: counter-screen for EBNA-1 inhibitors: inhibitors of Epstein-Barr virus ZTA. inhibition, % at 11 µM. P03206. ZTA-DNA binding, fluorescence polarization. AID 2234. 320,000 compounds, 0.15% hits; in the data active = inhibition above about 33%
# Target sequence (P03206 whole entry, looked up): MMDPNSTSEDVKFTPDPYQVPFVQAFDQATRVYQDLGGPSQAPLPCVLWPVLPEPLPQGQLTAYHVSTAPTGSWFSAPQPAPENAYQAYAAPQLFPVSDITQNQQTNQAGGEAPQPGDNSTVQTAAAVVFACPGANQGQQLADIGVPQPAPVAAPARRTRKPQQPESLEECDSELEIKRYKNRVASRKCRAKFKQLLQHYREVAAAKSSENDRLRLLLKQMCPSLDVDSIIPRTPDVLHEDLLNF
# * marks the source's active call; other numbers are inactive results; ? = inconclusive; nt = no result given.
SMILES	GLD-1 TGE inh	MEX-5 binding	Yeast superoxide	Fam108B counter	EBNA-1 inh	Bcl-xL primary	MCL1-BIM inh	Efflux pump inh	ZTA counter
Cc1ccccc1CS(=O)(=O)c1ccc(C(=O)N2CCC(C)CC2)cc1[N+](=O)[O-]	-5	1.8	119	4	0	4	1	-0.1	-6
COCCOC(=O)C1=C(C)NC2=C(C(=O)CCC2)C1c1ccc2c(c1)OCO2 (configuration not stated)	-6	0.7	101	2	11	-3	2	0.0	8
COc1ccc(C(=O)N2CCN(CCNC(=O)C(=O)Nc3ccc(F)cc3)CC2)cc1	3	0.2	102	1	-8	-2	-4	-0.1	-16
CC(SCc1ccccc1)C(=O)Nc1ccccc1 (configuration not stated)	4	2.2	97	3	5	0	1	0.0	-1
CCN1CCN(C(c2cccs2)C(C)NS(=O)(=O)c2ccc(Br)cc2)CC1 (configuration not stated)	-1	1.1	119	4	5	5	8	0.0	7
O=C(Nc1cccc(-c2nc3ncccc3o2)c1)c1ccccc1	3	0.1	103	-5	-5	0	-3	0.0	-6
O=C(COC(=O)c1cc(C(F)(F)F)cc(C(F)(F)F)c1)NCc1ccc(Cl)cc1	5	0.1	109	1	3	-1	1	-0.2	10
CCCCNC(=S)NCc1ccc2[nH]c3c(c2c1)CCCC3	0	-1.2	104	4	1	6	10	0.0	6
C/C(=N/NC(=O)c1ccc2c(c1)OCCO2)c1ccc([N+](=O)[O-])cc1	7	-0.1	101	2	-9	5	-3	-0.1	-5
CC(=O)Nc1ccc(S(=O)(=O)N(C)CC(=O)OC(C)C(=O)NC2CCCCC2)cc1 (configuration not stated)	-7	2.6	95	1	7	3	-2	-0.2	11
Cc1cccc(NC(=O)c2sc3nc(-c4ccccc4)cn3c2C)n1	-37	?	92	-1	5	-1	-6	-0.1	-10
CCCCn1c(SCC(=O)NCc2ccc(OC)c(C(=O)O)c2)nc2cc(S(N)(=O)=O)ccc21	4	-1.4	88	3	7	-5	-14	0.0	-5
COc1cccc(CNc2nc(-c3cccnc3)nc3ccccc23)c1	1	-0.4	102	-3	-6	0	2	-0.1	4
CCc1cc(C(=O)O)c(NC(=O)/C=C/c2ccc(OC)cc2)s1	0	1.3	122	2	-4	8	12	-0.1	-19
O=C(O)Cc1ccc(NC(=O)c2ccc3c(c2)C(=O)N(Cc2ccco2)C3=O)cc1	3	-3.6	83	2	10	12	11	0.1	6
CC(=O)N1CCCc2cc(S(=O)(=O)NC(C(=O)NC3CCCCC3)C(C)C)ccc21 (configuration not stated)	6	0.6	88	3	8	4	2	0.2	10
CCOC(=O)C1=C2c3cc(OC)c(OC)cc3CC(C)(C)N2C(=O)C1=O	3	1.4	106	-2	2	-5	-5	0.2	-9
COCC(C)n1c(SCC(=O)NC(=O)NC2CCCC2)nc2ccccc2c1=O (configuration not stated)	0	nt	81	nt	nt	5	5	0.0	16
CC(C)CCNC(=O)c1cc(-c2ccncc2)nc2ccc(S(=O)(=O)N3CCOCC3)cc12	4	-1.2	111	-7	-6	4	-3	-0.2	-1
CCCS(=O)(=O)N1CCN(C(=O)COc2ccc(OC)cc2)CC1	1	1.1	105	0	-4	-1	1	0.4	13
CN(CCOc1ccc(Cl)cc1)C(=O)c1cc(S(=O)(=O)N2CCOCC2)ccc1N1CCCC1	5	nt	115	nt	nt	-1	-2	0.0	1
CN(CC(=O)N1CCN(C2CCCCC2)CC1)S(=O)(=O)c1cccc2nsnc12	0	0.8	98	-1	4	0	0	0.1	5
Cc1ccc(C(=O)N(CC(=O)NC2CCCCC2)c2ccccc2C)s1	9	2.4	101	-5	8	2	-2	0.0	-2
CCOc1ccc2[nH]c3c(N4CCN(C(=O)c5ccco5)CC4)ncnc3c2c1	2	2.1	84	1	5	11	6	0.0	11
COCCCNCCOCCOc1ccc(Cl)cc1C(C)(C)C	3	-0.3	87	3	5	5	3	0.1	-7
C/C(=N\O)c1ccc2c(c1)OCCO2	-1	0.3	99	3	1	6	1	0.0	9
COCCNC(=O)COC(=O)c1ccc(OCC(=O)Nc2ccccc2OC)c(OC)c1	7	-0.2	102	-3	1	4	7	0.1	3
O=C1c2ccccc2C(=O)N1c1ccc(Cl)cn1	4	1.6	102	1	-2	4	3	-0.2	-10
N#Cc1ccc(CN2CCN(C(=O)c3ccc(S(=O)(=O)NCc4ccco4)cc3)CC2)cc1	-3	nt	85	nt	nt	-4	-1	0.0	4
CC(C)c1ccc(OC(=O)NCCO)cc1	5	0.1	111	-5	2	4	5	0.0	16

# For reference, some entries already given:
SMILES	GLD-1 TGE inh	MEX-5 binding	Yeast superoxide	Fam108B counter	EBNA-1 inh	Bcl-xL primary	MCL1-BIM inh	Efflux pump inh	ZTA counter
N#Cc1ccc(CN2CCN(C(=O)c3ccc(S(=O)(=O)NCc4ccco4)cc3)CC2)cc1	-3	nt	85	nt	nt	-4	-1	0.0	4
CC(C)c1ccc(OC(=O)NCCO)cc1	5	0.1	111	-5	2	4	5	0.0	16

# In a second layout: results already given.
# The line under a structure holds: GLD-1 TGE inh	MEX-5 binding	Yeast superoxide	Fam108B counter	EBNA-1 inh	Bcl-xL primary	MCL1-BIM inh	Efflux pump inh	ZTA counter
Cc1ccc(C(=O)N(CC(=O)NC2CCCCC2)c2ccccc2C)s1
  9	2.4	101	-5	8	2	-2	0.0	-2
CCOc1ccc2[nH]c3c(N4CCN(C(=O)c5ccco5)CC4)ncnc3c2c1
  2	2.1	84	1	5	11	6	0.0	11
COCCCNCCOCCOc1ccc(Cl)cc1C(C)(C)C
  3	-0.3	87	3	5	5	3	0.1	-7
C/C(=N\O)c1ccc2c(c1)OCCO2
  -1	0.3	99	3	1	6	1	0.0	9
COCCNC(=O)COC(=O)c1ccc(OCC(=O)Nc2ccccc2OC)c(OC)c1
  7	-0.2	102	-3	1	4	7	0.1	3
O=C1c2ccccc2C(=O)N1c1ccc(Cl)cn1
  4	1.6	102	1	-2	4	3	-0.2	-10
N#Cc1ccc(CN2CCN(C(=O)c3ccc(S(=O)(=O)NCc4ccco4)cc3)CC2)cc1
  -3	nt	85	nt	nt	-4	-1	0.0	4

# The results go on.
SMILES	GLD-1 TGE inh	MEX-5 binding	Yeast superoxide	Fam108B counter	EBNA-1 inh	Bcl-xL primary	MCL1-BIM inh	Efflux pump inh	ZTA counter
CC(=O)NC1C(=O)N=C(SCC(=O)Nc2ccc(C(F)(F)F)cc2Cl)NC1=O (configuration not stated)	7	1.0	90	-3	6	7	11	-0.2	20
CN(Cc1ccccc1)c1nc(N)nc(Cl)c1C=O	3	-2.1	98	-3	6	2	-3	0.1	18
Cc1cccc(NC(=O)CN(C)C(=O)C2CC2)c1C	8	nt	117	nt	nt	0	4	-0.1	-8
CC(C)c1ccccc1NS(=O)(=O)N(C)C	5	-0.8	112	3	-13	10	0	0.2	4
Cc1cc(=O)oc(C)c1C(=O)OCC(=O)c1ccc(Cl)c(Cl)c1	-9	1.8	98	-8	-1	3	12	-0.1	1
CC1CCC2(CC1)NC(=O)N(CC(=O)Nc1cccc(C#N)c1)C2=O (configuration not stated)	-2	nt	100	nt	nt	-1	2	0.0	-3
CCCn1c(N)c(C(=O)COC(=O)CCNS(=O)(=O)c2ccccc2F)c(=O)[nH]c1=O	6	0.7	124	2	-15	7	8	0.2	-2
O=C(CN(c1ccc(Cl)c(Cl)c1)S(=O)(=O)c1ccccc1)N1CCc2ccccc2C1	3	-2.1	103	-7	-13	-1	-1	0.3	-9
COc1ccc(CN(C(=O)c2cc3ccccc3oc2=O)C2CCS(=O)(=O)C2)cc1 (configuration not stated)	-4	4.5	87	-2	-3	7	0	0.0	4
Nc1nnc(C(F)(F)F)s1	2	-0.5	103	-5	6	5	5	-0.1	9
COCCN(C(=O)CCC(=O)Nc1cc(C)on1)C(C(=O)NC(C)(C)C)c1ccc(OC)cc1 (configuration not stated)	-5	-0.7	97	-4	-15	4	3	0.4	-1
CCOC(=O)c1c(-c2ccccc2)cn2c(C)cc(C)nc12	0	-2.9	105	-3	12	5	8	-0.1	6
O=C(OC(C(=O)NCc1ccccc1)c1ccccc1)c1ccco1 (configuration not stated)	10	0.5	96	2	-1	7	14	0.0	-15
C=CCn1c(SCC(=O)Nc2sccc2C(N)=O)nc2sc(C)c(C)c2c1=O	-4	-2.6	100	-6	-14	-2	3	0.1	13
COc1ccc(OCc2n[nH]c(=S)n2-c2ccc(C)cc2)cc1	11	1.4	96	2	0	-10	-11	0.0	-7
CC(NC(=O)C1CCC(C(C)(C)C)CC1)C(c1ccccc1)N1CCOCC1 (configuration not stated)	4	0.9	87	0	9	7	-5	0.1	1
O=C(O)C1CCCCC1C(=O)NCCCN1CCCC1=O (configuration not stated)	3	0.6	105	-1	-3	1	0	-0.1	-16
O=C1C2C(c3cccc(/C=C/c4ccccc4)c3)CC=CC2C(c2ccc(C(F)(F)F)cc2)N1Cc1ccccc1 (configuration not stated)	6	-3.8	99	-8	20	2	-1	0.1	-14
COc1ccc(NC2CCCN(C(=O)c3ccc(C)nc3)C2)cc1 (configuration not stated)	-2	-2.2	104	5	-7	6	8	0.0	0
